High-throughput results deposited in PubChem by Broad Institute.
PglD DTNB – inhibitors of Campylobacter jejuni PglD acetyltransferase. purified PglD enzyme, DTNB colorimetric CoA detection. inhibition, % at 12.5 µM. 0.098% of 360,000 active; in the data active means inhibition above about 16%, passing the limit was not always enough; inconclusive means no clear call, values can overlap the other calls; further: strong numbers were not always called active
RAD54 inh – inhibitors of human RAD54 branch migration; RAD54 Holliday junction branch migration, FAM/BHQ fluorescence; inhibition, % at 10.4 µM; 0.14% of 360,000 active; AID 602329;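 active means mean normalized replicate activity at least 40 and at least half of replicates scoring 40 or more; inconclusive means only one of the two criteria met; inactive means mean below 40 and under half of replicates reaching 40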;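 further: 0% = median of neutral control wells and 100% = median of positive control wells; inhibitors cause a drop in the FAM fluorescence signal; in these data hits start at about 50%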
Cneo AK release – causes C. neoformans cell lysis. adenylate kinase release luminescence, 4 h; normalised: neutral wells 0, clomiphene wells 100. lysis activity, % at 15 µM. 0.2% of 360,000 active;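 active means mean lysis activity across replicates of at least 80%, whatever share of replicates individually reach that level; inactive means mean lysis activity below 80%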
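Schedule: static 4 h at 37 °C with compound, 1 h detection; system: C. neoformans cells; benchmarks: Clomiphene as positive control; buffer or medium: fresh YPD medium; measure: luminescence rise reflecting yeast cell lysis; measured by: luminescent adenylate kinase detection reagent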
ERAP1 inh – inhibitors of human ERAP1 aminopeptidase; recombinant ERAP1, Leu-AMC fluorescence, 60 min; AID 652197; inhibition, % at 10.7 µM; 0.15% of 340,000 active;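 active means mean replicate inhibition of at least 30%, or all replicates individually reaching that 30% level; inactive means mean below 30% and not every replicate reaching it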;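 further: 0% = neutral control wells and 100% = L-leucinethiol positive control wells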
Target sequence (Q9NZ08 whole entry, looked up): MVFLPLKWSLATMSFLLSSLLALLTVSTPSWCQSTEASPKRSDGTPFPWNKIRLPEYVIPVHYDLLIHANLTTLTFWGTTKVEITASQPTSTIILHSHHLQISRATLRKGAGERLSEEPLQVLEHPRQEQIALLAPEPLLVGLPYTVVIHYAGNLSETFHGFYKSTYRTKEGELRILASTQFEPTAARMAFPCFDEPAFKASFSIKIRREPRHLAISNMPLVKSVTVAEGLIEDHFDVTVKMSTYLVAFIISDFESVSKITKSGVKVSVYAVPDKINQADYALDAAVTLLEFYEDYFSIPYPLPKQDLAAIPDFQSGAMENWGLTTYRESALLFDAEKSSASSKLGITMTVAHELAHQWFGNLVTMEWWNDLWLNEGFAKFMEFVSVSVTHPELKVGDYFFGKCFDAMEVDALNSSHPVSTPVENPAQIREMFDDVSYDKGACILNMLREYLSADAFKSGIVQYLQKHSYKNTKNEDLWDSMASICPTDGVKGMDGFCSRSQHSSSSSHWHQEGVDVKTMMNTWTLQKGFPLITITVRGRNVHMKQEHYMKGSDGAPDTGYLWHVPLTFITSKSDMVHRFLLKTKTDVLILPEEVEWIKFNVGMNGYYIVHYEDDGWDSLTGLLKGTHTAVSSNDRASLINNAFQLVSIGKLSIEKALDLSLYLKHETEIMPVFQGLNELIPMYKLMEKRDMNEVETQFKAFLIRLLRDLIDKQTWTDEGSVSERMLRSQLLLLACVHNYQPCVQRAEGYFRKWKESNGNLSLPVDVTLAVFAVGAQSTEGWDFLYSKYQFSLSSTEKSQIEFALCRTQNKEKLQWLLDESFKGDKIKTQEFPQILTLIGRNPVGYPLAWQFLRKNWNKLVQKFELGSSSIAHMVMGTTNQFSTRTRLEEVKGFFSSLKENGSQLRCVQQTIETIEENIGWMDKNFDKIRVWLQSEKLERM
RAD52 anneal inh – inhibitors of human RAD52 DNA annealing. P43351. recombinant RAD52 DNA annealing, FRET fluorescence. inhibition, % at 18.7 µM. 0.46% of 360,000 active;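 active means every replicate showing at least 50% inhibition; inconclusive means mean inhibition at least 50% but not in every replicate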
E-selectin induc – induces E-selectin expression in human endothelial cells. P16581. 0.37% of 260,000 active. HUVEC E-selectin immunofluorescence imaging; normalized: neutral wells 0, TNF-alpha wells 100. AID 686992. activation, % at 7.58 µM;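 active means mean E-selectin-positive cell signal at least 10% of the positive control, reached in at least 60% of replicates, without over 20% cell loss; inconclusive means no rule given, readout overlaps actives, possibly toxicity-flagged; inactive means the rest, including those meeting only one limit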;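 further: in these data hits start at about 27%; measured in HUVEC primary endothelial cells; signal is the percent of cells scored E-selectin positive by PE staining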
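System: HUVEC, human umbilical vein endothelial cells; quantity: 3,000 cells/well; buffer or medium: EGM-2 medium, gelatin-coated wells; dosing: single-point compound dose; detection: immunofluorescence imaging; evaluation: % PE-positive cells; benchmarks: TNF-alpha, DMSO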
PGC1a acetyl inh – lowers PGC1a acetylation signal in U2OS cells; AlphaScreen anti-acetyl-lysine; with virally co-expressed GCN5 acetyltransferase; inhibition, % at 15.6 µM; 0.17% of 350,000 active; AID 651687;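 active means every replicate shows inhibition of at least 40%; inconclusive means mean inhibition at least 40% but some replicate below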;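 further: 0% = neutral control wells and 100% = positive control wells; some results beyond the cut were filed as inactive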
miR122 inh – blocks miR-122 activity in Huh7 sensor cells; activation (reporter increase), % at 12.5 µM; 0.3% of 340,000 active; Huh7 miR-122 Renilla luciferase sensor, 48 h; neutral wells = 0, positive control = 100;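 active means mean replicate activation score at least 90 and every replicate individually at or above 90; inconclusive means only one of the two criteria met; inactive means neither criterion met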;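 further: higher luciferase means less miR-122 activity so hits act as miR-122 inhibitors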
The depositor's hits bear a star; ? = inconclusive; . = not tested or not shown; [ ] = remark or other dose.

Start of the listing, in advance (three entries):
SMILES	PglD DTNB	RAD54 inh	Cneo AK release	ERAP1 inh	RAD52 anneal inh	E-selectin induc	PGC1a acetyl inh	miR122 inh
C[C@@H]1CN([C@H](C)CO)C(=O)c2cccc(NC(=O)c3ccc(-c4nccs4)cc3)c2O[C@H]1CN(C)S(=O)(=O)c1cccs1	1	1	-1	0	1	0.0	-5	-6[16.7 µM]
O=S1(=O)CCN(Cc2ccc(Cl)cc2)CC1	-1	-14	0	.	.	.	13	-4
Cc1occc1-c1nnc(SCC(=O)N2CCOCC2)n1CCc1ccccc1	-2	5	0	.	.	.	-1	4

Main list, from the start:
SMILES	PglD DTNB	RAD54 inh	Cneo AK release	ERAP1 inh	RAD52 anneal inh	E-selectin induc	PGC1a acetyl inh	miR122 inh
C[C@@H]1CN([C@H](C)CO)C(=O)c2cccc(NC(=O)c3ccc(-c4nccs4)cc3)c2O[C@H]1CN(C)S(=O)(=O)c1cccs1	1	1	-1	0	1	0.0	-5	-6[16.7 µM]
O=S1(=O)CCN(Cc2ccc(Cl)cc2)CC1	-1	-14	0	.	.	.	13	-4
Cc1occc1-c1nnc(SCC(=O)N2CCOCC2)n1CCc1ccccc1	-2	5	0	.	.	.	-1	4
COc1ccc(C(=O)NCCCNc2nc3cc(C)cc(C)c3cc2C#N)cc1	-2	-2	2	7	-59	0.1	-4	-2
C[C@H](CO)N1C[C@H](C)[C@H](CN(C)Cc2ccc3c(c2)OCO3)OCCCC[C@H](C)Oc2ccc(NC(=O)Nc3cccc4ccccc34)cc2C1=O	-2	6	4	.	.	0.7	3	2[16.7 µM]
Cc1ccc(OCCCC(=O)N(C)CC(=O)Nc2c(C)cccc2C)cc1	-5	-6	1	-5	-4	0.0	-9	3
C[C@@H](NC(=O)C[C@H]1CC[C@@H](NC(=O)CN2CCOCC2)[C@H](CO)O1)c1ccccc1	2	1	20	1	-2	-0.5	-1	1[16.7 µM]
O=C(NCc1ccccc1)c1cncc(Br)c1	3	-5	-3	0	-4	.	.	-25
CN1C(=O)c2cc(NC(=O)c3ccc(F)c(F)c3)ccc2OC[C@H]2O[C@H](CC(=O)N3CCOCC3)CC[C@H]21	3	-3	-2	1	-1	0.1	7	-2[16.7 µM]
O=C(CC1CC1)N1CC(=O)N2[C@H](C1)[C@H](c1ccc(C#Cc3ccc(F)cc3)cc1)[C@@H]2CO	.	.	.	2	-7	-0.3	-4	.
C[C@@H]1CCCCO[C@H](CN(C)C(=O)NC2CCCCC2)[C@@H](C)CN([C@@H](C)CO)C(=O)c2cc(NS(=O)(=O)c3ccccc3)ccc2O1	0	1	0	2	-131	-0.2	-12	16[16.7 µM]
O=c1c2c(nc3c(-c4ccc(Cl)cc4)c[nH]n13)CCCC2	2	1	-1	.	.	.	?	10
CCOC(=O)C1=C(C)Nc2ccccc2N/C1=N\S(=O)(=O)c1cccc(Cl)c1	4	1	-1	0	-7	-1.8	.	.
CCCC#Cc1ccc([C@@H]2[C@H]3CN(S(=O)(=O)Cc4ccccc4)CCCCN3[C@H]2CO)cc1	-1	15	16	-1	-35	-0.6	-14	-2[16.7 µM]
COCC#Cc1cnc2c(c1)C(=O)N([C@@H](C)CO)C[C@H](C)[C@H](CN(C)S(C)(=O)=O)O2	-1	5	-1	-2	3	1.0	6	0[16.7 µM]
CCC1=NN(C(=O)CCc2ccccc2)C(O)(C(F)(F)F)C1 (configuration not stated)	0	1	2	0	-13	.	6	.
COc1cc2ccccc2cc1C(=O)N/N=C/c1ccc2c(c1)OCO2	0	13	-4	-3	-8	1.8	.	-2
CC1=CC(c2ccccc2)n2nnnc2N1 (configuration not stated)	-2	-7	1	.	-9	.	3	-6
CCn1c(=O)cc(SCC(=O)NCc2ccc(C)o2)c2ccccc21	4	7	0	.	.	.	6	9
O=C(NCCc1ccccc1)/C(=N\O)c1ccccc1	-10	-3	-1	.	.	.	.	17
CC(=O)Nc1ccccc1Sc1ccccc1	0	12	-2	-2	5	.	-9	-30
O=C(NCCc1c[nH]c2ccccc12)c1ccc(F)cc1F	6	0	1	2	-8	.	.	.
C[C@H]1CN([C@@H](C)CO)C(=O)Cc2cc(NC(=O)Cc3cn(C)c4ccccc34)ccc2O[C@@H]1CN(C)C(=O)Nc1ccc(F)cc1	.	.	.	-3	-5	0.5	7	0[16.7 µM]
COc1cc(C=NNC(=O)c2ccc(NS(=O)(=O)c3cccs3)cc2)cc(Br)c1O	0	-9	1	2	-28	-0.3	8	.
C[C@@H]1CN([C@H](C)CO)C(=O)c2cccc(NC(=O)Nc3ccc(F)cc3)c2O[C@@H]1CN(C)CC1CCCCC1	6	3	-4	-12	6	10	4	2[16.7 µM]
c1ccc(C2CNCCc3ccccc32)cc1 (configuration not stated)	4	-3	0	-4	-9	0.0	3	-5
O=C(CN1CCc2ccccc21)NC(=O)NCc1ccco1	-2	4	-4	.	.	.	-2	10
O=C(Nc1ccc(S(=O)(=O)Nc2ncccn2)cc1)C1CC(=O)N(c2ccc(Cl)cc2)C1 (configuration not stated)	3	11	-2	-3	-11	0.0	.	.
C=CCOC(=O)c1cn(CC)c2nc(C)ccc2c1=O	-3	3	1	9	-19	4.0	.	1
C[C@H]1CN([C@@H](C)CO)C(=O)c2cc(-c3cccnc3)cnc2O[C@@H]1CN(C)C(=O)C1CCC1	0	-9	1	2	-2	9.9	-3	-3[16.7 µM]
N#C[C@@H]1[C@H](c2ccc(C3=CCCCC3)cc2)[C@@H](CO)N1C(=O)NC1CCCCC1	-4	-5	-8	-2	-5	0.2	-27	.
O=C(c1cccs1)N1C[C@@H](n2cc(C3CC3)nn2)[C@H](O)C[C@@H]1c1ccc(Cl)cc1	7	-2	1	7	-15	0.2	-8	7
COc1ccccc1N1CCN(C(=O)c2cc(=O)c3c(C)cc(C)cc3o2)CC1	.	6	-2	-5	-13	-0.2	.	.
CCC(=O)Nc1ccc2c(c1)OC[C@@H](C)NC[C@H](C)[C@@H](OC)CN(C)C2=O	3	-1	4	-1	6	-0.1	.	1[16.7 µM]
NS(=O)(=O)c1ccc(NNC(=O)c2sccc2Cl)cc1	0	-13	0	.	-11	0.8	.	-5
O=C(Cc1ccccc1)N1CCC(O)(c2cccnc2)CC1	2	-1	1	.	.	.	-7	0
O=c1c2cc(N3CCOCC3)ccc2[nH]c(=S)n1Cc1ccc(Cl)cc1	5	0	-2	.	.	.	-6	13
CC(=O)c1sc(NS(=O)(=O)c2ccc(C)cc2)nc1-c1ccccc1	-2	-5	0	2	-10	.	.	3
COc1ccccc1C(=O)Nc1cccc(C(=O)N2CCOCC2)c1	11	-9	-1	7	-1	-3.9	17	-4
C[C@@H]1CN([C@@H](C)CO)C(=O)c2cc(NS(=O)(=O)c3ccccc3)ccc2O[C@@H](C)CCCCO[C@@H]1CN(C)S(=O)(=O)c1cn(C)cn1	-2	-7	0	3	-3	0.0	6	5[16.7 µM]
Cc1cc(C(=O)N/N=C/c2ccc3ccccc3c2)n[nH]1	-3	-3	2	-1	-10	1.2	-3	.
COc1cccc(CN2CCNC(=O)C2CC(=O)N(C)C2CCOCC2)c1OC (configuration not stated)	6	2	0	-1	-15	-1.2	4	-7
CC(=O)N1CCN(Cc2nc3cc(NC(=O)Cn4nc(C)c5ccccc5c4=O)ccc3n2C)CC1	-1	2	-1	.	.	.	-4	-1
C[C@H](CO)N1C[C@H](C)[C@@H](CN(C)S(=O)(=O)c2cccs2)Oc2ccc(NC(=O)CCC(F)(F)F)cc2CC1=O	-2	1	-4	0	-9	-1.9	3	10[16.7 µM]
CCc1nc2ccc(C(=O)Nc3cccc(NS(C)(=O)=O)c3)cn2c1N(C=O)CCC(C)C	2	-3	0	-1	-16	0.2	.	0
Brc1cccc(-c2nnc3n2CCC3)c1	7	2	1	-2	-10	.	2	6
C[C@H](CO)N1C[C@H](C)[C@@H](CN(C)S(=O)(=O)c2ccc(Cl)cc2)Oc2ccc(NS(=O)(=O)c3ccc(Cl)cc3)cc2C1=O	3	-5	-3	1	8	1.7	0	-1[16.7 µM]
CC(=O)c1ccc(NC(=O)c2cnn3ccccc23)cc1	0	-3	0	1	4	0.7	.	.
CCN(C[C@H]1[C@H](c2ccccc2)[C@@H](CO)N1S(C)(=O)=O)C(=O)C1CCC1	3	4	-1	.	.	0.8	3	21[16.7 µM]
C[C@@H]1CCCCO[C@H](CN(C)C(=O)NC2CCCCC2)[C@H](C)CN([C@@H](C)CO)C(=O)c2cc(NS(=O)(=O)c3ccc(F)cc3)ccc2O1	1	-3	51	-2	-59	.	-13	-3[16.7 µM]
COc1cc(S(=O)(=O)N(Cc2ccccc2)CC2CCCO2)ccc1-n1cnnn1 (configuration not stated)	-4	0	0	-1	-16	.	-2	44
CCCOc1ccc(C(=O)c2nc3c(n2O)CCCC3)cc1	1	0	5	.	.	.	.	1
COc1cccc(C#Cc2ccc([C@@H]3[C@@H](C#N)N(C(=O)C4CCC4)[C@@H]3CO)cc2)c1	0	1	6	-1	1	-0.3	-6	.
CC(=O)c1cccc(NC(=S)NC2CC2)c1	-1	1	0	-6	-15	-0.2	.	-3
C[C@@H]1CCCCO[C@H](CN(C)C(=O)Nc2ccc3c(c2)OCO3)[C@H](C)CN([C@H](C)CO)C(=O)c2cc(NC(=O)Nc3ccc(F)cc3)ccc2O1	3	0	45	-1	-6	-0.2	3	-17[16.7 µM]
Cc1ccc(C(=O)C(C)OC(=O)C2CC(=O)N(C3CCCCC3)C2)cc1 (configuration not stated)	-3	1	1	.	.	.	.	-3
C[C@@H]1CCCCO[C@H](CN(C)C(=O)Nc2ccccc2)[C@H](C)CN([C@@H](C)CO)C(=O)c2cc(NC(=O)Nc3cccc4ccccc34)ccc2O1	-1	-7	-2	2	-21	-0.1	4	-8[16.7 µM]
Cc1ccccc1-n1nnnc1SCC(=O)c1c(N)n(C)c(=O)n(C)c1=O	2	10	-6	-4	-7	4.8	1	-21
C[C@@H]1CN([C@@H](C)CO)C(=O)Cc2cc(NC(=O)Nc3ccccc3)ccc2O[C@H]1CN(C)S(=O)(=O)c1ccccc1	5	-1	-3	-3	11	-0.2	-8	-5[16.7 µM]
CC(NC(=O)CSc1ncccn1)c1ccc2c(c1)OCO2 (configuration not stated)	3	6	-1	2	4	-0.3	1	0
(continued)
SMILES	PglD DTNB	RAD54 inh	Cneo AK release	ERAP1 inh	RAD52 anneal inh	E-selectin induc	PGC1a acetyl inh	miR122 inh
Clc1ccc(CSc2snnc2-c2ccccc2)c(Cl)c1	0	0	-1	.	.	.	.	-8
OC(c1ccccn1)C(O)c1ccccn1 (configuration not stated)	-2	2	0	0	1	-1.1	-4	-2
O=C(C[C@H]1CC[C@@H](NS(=O)(=O)c2ccccc2)[C@H](CO)O1)NCc1ccc(Cl)c(Cl)c1	-3	3	0	1	9	-0.6	-11	.
O=C(NCc1ccccn1)c1cccc(S(=O)(=O)Nc2ccc(SC(F)F)cc2)c1	0	-4	-1	-5	-1	.	-1	1
O=C(OCCCN=C1NS(=O)(=O)c2ccccc21)c1ccc(F)cc1	-6	-5	-1	.	.	.	-1	2
CC(=O)NNc1cc(C)nc(NS(=O)(=O)c2ccc(C)cc2)n1	6	-7	-1	-1	-6	-0.4	.	.
Cc1ccc(S(=O)(=O)N2CCN(CC(O)COc3ccccc3)CC2)cc1 (configuration not stated)	-1	4	0	7	-14	-0.1	4	1
